From PubChem BioAssay
Mot1-301 SUMO = yeast Mot1-301 growth rescue at high temperature, primary screen, SUMOylation pathway inhibitor project, S. cerevisiae, ATP luminescence, 38.5C | S. cerevisiae Mot1-301 growth rescue; percent above DMSO median, 100 means doubled | growth rescue, % at 18.8 µM | hit rate 1% among 320,000;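 active = every valid replicate shows activation above 250% relative to neutral control wells; inactive = the rest, any valid replicate at or below 250%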;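 also: OY570 slx delta 5 strain wells were the positive control but not used for scaling; some compounds called inactive have numbers as strong as hits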
Arr AP2 block = inhibitors of beta-arrestin/AP2 binding, primary screen, biochemical, GPCR trafficking, flow cytometry; hit rate 0.31% among 340,000; inhibition, % at 10 µM; beta-arrestin 1 C-terminal peptide binding to AP2 beta2-adaptin appendage (human); FITC-arrestin peptide / GST-AP2 beads; AP2 beta2 appendage carries R879A mutation;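 active = inhibition above a set limit, near 3 SD of compounds lacking own fluorescence, cut at about 54% in these data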;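 also: plate controls were DMSO wells for no effect and 5 µM unlabelled arrestin peptide for full effect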
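test system = AP2 appendage R879A on GSH beads | buffer or medium = PBS plus Tween 20 (0.05%) and BSA (0.1%) | incubation = 12 min plus 1 h, RT | detection = bead flow cytometry, FITC channel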
PKA-R2B activ = activators of PKA-R2B holoenzyme, primary screen, biochemical, fluorescence polarization, Cy5-IP20, human | cAMP-dependent protein kinase catalytic subunit beta (Homo sapiens) + cAMP-dependent … | PKA-R2B holoenzyme dissociation; R2B truncated from residue 108, S112A mutant; 0% DMSO only, 100% 113 µM cGMP | activation, % at 11.4 µM | hit rate 0.079% among 340,000;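 active = activation above a cutoff set at the mean over all compounds plus 3 SD, cut at about 18% in these data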;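 also: higher means more holoenzyme dissociation and a rise in polarization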
Target sequence (P31323 whole entry, looked up, other chains not shown, the tested form may be a part): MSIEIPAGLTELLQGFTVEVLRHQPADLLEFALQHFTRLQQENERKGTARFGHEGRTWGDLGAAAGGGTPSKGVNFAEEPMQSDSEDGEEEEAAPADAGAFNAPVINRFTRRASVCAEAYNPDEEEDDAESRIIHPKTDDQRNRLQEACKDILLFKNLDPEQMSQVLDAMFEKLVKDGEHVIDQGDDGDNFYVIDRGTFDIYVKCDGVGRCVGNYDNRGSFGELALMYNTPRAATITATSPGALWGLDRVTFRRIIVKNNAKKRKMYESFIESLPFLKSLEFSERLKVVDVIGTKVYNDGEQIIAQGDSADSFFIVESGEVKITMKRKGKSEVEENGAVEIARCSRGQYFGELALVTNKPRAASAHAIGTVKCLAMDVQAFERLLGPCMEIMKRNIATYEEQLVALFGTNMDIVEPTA
CDK5 p35 inh = inhibitors of human CDK5/p35 kinase, primary screen, biochemical, single concentration | Cyclin-dependent kinase 5 (Homo sapiens) + Cyclin-dependent kinase 5 activator 1 (Homo … | Recombinant CDK5/p35, ADP-Glo luminescence, 60 min | inhibition, % at 10 µM | hit rate 0.01% among 330,000 | AID 488839, 2010;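 active = highest replicate inhibition of at least 50% and at least 75% of replicates reaching 50%; inconclusive = only one of the two criteria met; inactive = both criteria failed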;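 also: plate controls were DMSO neutral control for no effect and GW8510 at 10 µM for full effect; many of its hits are not listed in these tables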
SR-BI uptake up = activators of SR-BI mediated DiI-HDL uptake, primary screen, ldlA[mSR-BI] CHO cells, DiI fluorescence | 3 h; 100 = double the neutral-control signal | activation, % at 12.5 µM | hit rate 0.096% among 320,000;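 active = mean replicate activation of at least 60% and every replicate at or above 60%; inconclusive = mean or all-replicate condition met, but not both; inactive = mean below 60% and not all replicates reaching 60%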;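 also: 0% = median plate neutral-control signal and 100% = twice that signal; values of inactives mirror those of a sister screen read the other way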
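material = CHO ldlA[mSR-BI] cells | medium = Ham's F12 with 0.5% BSA, HEPES 25 mM, pH 7.4 | reagent = fluorescent DiI-HDL, 10 µg/mL final | compound dosing = single-point compound dose | incubation = 3 h, 37 °C | measured by = bottom-read fluorescence, 550/595 nm | measure = HDL uptake via cellular fluorescence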
dFosB act = activators of delta FosB homodimer, primary screen, biochemical, fluorescence polarization, TAMRA-CDK5 oligo, single point; Protein FosB (Mus musculus), P13346; purified delta FosB; percent of positive-control signal above neutral wells; activation, % at 25 µM; hit rate 0.99% among 340,000; AID 493131, 2011;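 active = mean activation above about 17%, with every replicate also reaching it, limit read from the data, passing the limit was not always enough; inconclusive = only one of the two conditions met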;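 also: fluorescence polarization rise as delta FosB binds a TAMRA Cdk5 AP-1 oligo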
PKA-R1A act = activators of PKA-R1A holoenzyme, primary screen, biochemical, fluorescence polarization, Cy5-IP20, bovine R1A, mouse PKAc; cAMP-dependent protein kinase type I-alpha regulatory subunit (Bos taurus) + …; PKA-R1A dissociation; scaled: DMSO 0%, 113 µM cGMP 100%; activation, % at 11.4 µM; hit rate 0.083% among 340,000; AID 504707, 2011;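 active = percent activation above the mean of all tested compounds plus 3 SD, cut at about 19% in these data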;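 also: higher means more PKAc released from R1A so a rise in polarization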
NSD2 HMT inh = NSD2 histone methyltransferase inhibitors, primary screen, biochemical, AlphaScreen, single concentration, set 2 | NSD2 peptide methylation, 120 min | hit rate 0.54% among 310,000 | Histone-lysine N-methyltransferase NSD2 (Homo sapiens), O96028 | inhibition, % at 12.5 µM; in the data active = inhibition above about 50%
MITF TRPM1 HTS = activators of MITF-driven TRPM1 promoter reporter, primary screen, cell-based, SK-MEL-5, luciferase, single point; SK-MEL-5 TRPM1-promoter luciferase, 24 h; % of positive control, neutral wells = 0; activation, % at 12.5 µM; hit rate 0.75% among 300,000;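 active = mean activation of at least 80% with every replicate also reaching 80%; inconclusive = mean reaches 80% but some replicate falls short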;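 also: 0% = neutral control wells and 100% = parthenolide positive control wells; values of inactives mirror those of a sister screen read the other way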
SR-BI DiI inh = inhibitors of SR-BI mediated HDL lipid uptake, primary screen, ldlA[mSR-BI] cells, fluorescence, single point | Scavenger receptor class B member 1 (Mus musculus), Q61009 | ldlA[mSR-BI] CHO cells, DiI-HDL uptake fluorescence, 3 h | inhibition, % at 12.5 µM | hit rate 0.96% among 320,000 | AID 488896, 2010;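 active = mean replicate inhibition of at least 70% and a set share of replicates each scoring 70 or more; inconclusive = meets just one of the two criteria; inactive = fails both criteria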;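 also: 0% = median of neutral control wells and 100% = median of positive control wells; values of inactives mirror those of a sister screen read the other way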
Target sequence (Q61009 whole entry, looked up): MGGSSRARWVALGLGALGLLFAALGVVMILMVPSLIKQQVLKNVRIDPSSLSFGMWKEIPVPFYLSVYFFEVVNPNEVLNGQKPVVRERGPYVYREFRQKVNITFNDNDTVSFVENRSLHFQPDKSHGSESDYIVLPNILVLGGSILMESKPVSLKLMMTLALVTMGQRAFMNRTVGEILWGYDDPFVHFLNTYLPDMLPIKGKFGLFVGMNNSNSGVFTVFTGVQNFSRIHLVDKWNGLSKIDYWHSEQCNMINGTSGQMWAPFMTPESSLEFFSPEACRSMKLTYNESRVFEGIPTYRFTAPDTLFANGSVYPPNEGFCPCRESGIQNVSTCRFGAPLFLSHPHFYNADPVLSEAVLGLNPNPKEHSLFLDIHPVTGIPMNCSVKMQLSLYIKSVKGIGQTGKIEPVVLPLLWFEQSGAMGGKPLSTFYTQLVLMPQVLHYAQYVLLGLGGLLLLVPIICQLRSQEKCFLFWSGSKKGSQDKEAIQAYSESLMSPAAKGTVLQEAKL
DSG3 Ab inh = inhibitors of pemphigus antibody binding to DSG3, primary screen, biochemical, bead-based, flow cytometry, scFv-GFP. Desmoglein-3 (Homo sapiens), P32926. DSG3-coupled beads, scFv-anti-DSG3-GFP binding; hits give low values. binding (percent of control), % at 10 µM. hit rate 0.48% among 310,000. AID 588358, 2011;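 active = binding more than 3 SD below its plate's average and above zero; inconclusive = below that plate limit but binding exactly zero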;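 also: hits lower antibody fragment binding to DSG3; some compounds called inactive have numbers as strong as hits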
Starred values were filed as active, the others as inactive; u = inconclusive; x = no result given; & = joins results of further samples. Outcome played no part in choosing rows; 4.7% or so of the library scored in one or more.

SMILES	Mot1-301 SUMO	Arr AP2 block	PKA-R2B activ	CDK5 p35 inh	SR-BI uptake up	dFosB act	PKA-R1A act	NSD2 HMT inh	MITF TRPM1 HTS	SR-BI DiI inh	DSG3 Ab inh
CC(C)N1CC(C(=O)Nc2ccccc2)CC1=O (configuration not stated)	305.2*	17.9	-2.1	-1.0	18.5	9.6	-7.8	-0.6	-5.3	-18.5	94.6
Cc1nn(CC(=O)NC2CCCC2)c(C)c1[N+](=O)[O-]	4.1	-11.3	-3.1	-1.1	18.0	6.8	-10.3	4.8	6.4	-18.0	99.0
c1nc(C2CCCCC2)cc2cc3c(cc12)OCO3	106.9	1.9	-8.1	-0.4	x	-11.9	-0.9	x	64.6	x	105.0
COc1ccc(OCC2CCNCC2)cc1	362.0	4.1	-1.8	1.8	-0.8	-4.8	-1.2	8.8	3.9	0.8	103.8
Cc1cc(C(=O)N2CCN(c3ccc([N+](=O)[O-])cc3)CC2)n[nH]1	0.0	-7.1	-2.7	x	0.0	-17.2	-14.1	1.6	5.4	0.0	105.4
COc1cc(OC)cc(C(=O)NC(C(=O)N2CCc3ccccc3C2)C(C)C)c1 (configuration not stated)	-9.3	-2.0	-11.7	1.6	-49.4	-1.1	-5.6	0.3	-3.7	49.4	107.5
O=C(Nc1ccccc1)N1CCN(c2nc3ccccc3s2)CC1	-17.0	1.6	6.0	-6.8	-10.4	-4.5	4.8	0.6	21.3	10.4	113.9
Cc1c(C(=O)NCc2cccnc2)oc2c1C(=O)CC(C)(C)C2	3.1	3.7	1.8	-3.0	5.6	-3.6	-0.6	-1.1	1.5	-5.6	99.7
O=C(O)Cc1nn(Cc2ccc(Cl)cc2)c(=O)c2ccccc12	-8.3	9.1	11.8	-1.5	-1.1	0.4	4.6	-1.8	-7.4	1.1	96.1
Cc1nc(N(C)C)c2sc(=S)n(Cc3ccccc3)c2n1	4.9	3.0	-1.3	-0.2	-3.1	-4.2	9.6	5.9	10.8	3.1	102.1
COc1ccc(OC)c(Cc2nnc(CCC(=O)NC3CCCCCCC3)o2)c1	2.2	13.5	-8.2	-0.7	3.6	3.3	-17.3	-0.8	52.0	-3.6	108.2
CN1CCN(c2ccccc2NC(=O)c2ccc(N3CCCCC3)c([N+](=O)[O-])c2)CC1	22.1	-25.4	-12.1	0.4	-65.2	-12.0	-8.7	7.9	2.0	65.2	98.5
Cc1ccc(Cl)cc1N(CC(=O)NC1CCCCC1)S(C)(=O)=O	-9.1	-0.8	8.9	-2.3	-43.3	-7.6	2.2	3.1	0.5	43.3	128.7
Cc1cc(C)c(NC(=O)CN2CCN3CCCC3C2)c(C)c1 (configuration not stated)	-17.8	-3.5&-7.2	-12.5&7.3	1.7&-1.0	-4.9&7.8	-4.0&-6.4	-1.3&2.1	-2.5&2.2	-6.8&-10.1	4.9&-7.8	102.3&98.0
COc1ccc(-c2onc(C)c2-c2cscn2)c(O)c1	10.4	5.6	-7.5	-3.8	-1.5	-10.6	-7.7	7.2	-8.3	1.5	103.8
Cc1nnc(SCC(=O)c2ccccc2F)n1Cc1ccccc1	-15.7	-27.2	-7.6	-1.2	20.4	-2.3	7.1	-2.1	18.6	-20.4	104.6
Cc1ccc(C2=N/C(=C\c3cccs3)C(=O)N2Nc2ccccc2)cc1	-3.0	22.3	-5.2	-0.7	-7.3	-4.3	5.7	3.0	7.4	7.3	114.5
CCCCn1c(SCc2nc(N)nc(Nc3ccccc3C)n2)nc2ccccc2c1=O	22.8	20.5	0.2	1.1	-11.6	7.8	-4.8	-1.4	2.6	11.6	x
Cc1ccc2sc(NC(=O)CN3C(=O)c4ccccc4C3=O)nc2c1C	-10.3	21.9	-4.2	-0.6	-11.5	u	3.6	x	16.9	11.4	90.6
CC(C)NC(=O)CCCOc1ccc(Cl)cc1Cl	43.1	3.6	-1.3	-0.8	5.9	-0.8	-4.6	-0.7	24.0	-5.9	105.2
C[C@H](NC(N)=O)C(=O)Nc1ccc(OCc2ccccc2)cc1	-7.1	-7.8	-6.2	-2.9	6.6	-6.7	-10.4	-2.6	52.3	-6.6	99.5
CCC(=O)N1CCc2cc(S(=O)(=O)CCC(=O)NCc3ccc4c(c3)OCO4)ccc21	-4.9	-3.5	-7.9	0.4	-20.2	1.7	3.1	1.6	7.1	20.2	92.4
CNC(=S)Nc1ccc(Cc2ccncc2)cc1	311.2	-4.1	0.5	1.3	19.8	2.1	1.8	-0.7	x	-19.8	96.7
COC(=O)c1cc(Br)ccc1NC(=O)Nc1ccccc1	-4.5	-4.5	-4.0	0.0	1.6	2.8	4.4	-3.3	-13.6	-1.6	96.2
Fc1ccc2cnc(-c3ccccc3)c(-c3cc(C(F)(F)F)cc(C(F)(F)F)c3)c2c1	115.2	-13.2	-1.1	0.2	6.5	13.4	3.1	x	-5.7	-6.5	104.7
CN(C)C(CNC(=O)Cc1cccc(C(F)(F)F)c1)c1ccccc1 (configuration not stated)	84.4	34.9	12.2	-0.4	x	-1.2	13.0	-5.7	x	x	107.9
COc1ccc(S(=O)(=O)N2CCC(C(=O)NCCN3CCOCC3)CC2)cc1C	9.2	-8.8	1.6	-0.7	x	-2.4	10.6	-1.5	-11.9	x	102.7
Cc1cc(=O)oc2c3c(cc(OCC(=O)N4CCC(C(=O)O)CC4)c12)OC(C)(C)CC3	15.9	28.7	-1.4	2.5	10.7	-3.0	-10.0	x	x	-10.7	100.4
CC1CC(C)CN(C(=O)COC(=O)c2ccc3c(c2)OCCO3)C1 (configuration not stated)	4.7	-17.9	1.3	0.2	-2.8	-5.4	-7.7	-0.5	9.2	2.8	88.0
O=C(NCCO)/C(=C\c1cccs1)NC(=O)c1cccs1	6.3	-1.7	-1.3	-0.7	-9.3	0.9	-4.4	7.9	4.7	9.3	110.7
CC(C)OCCCNC(=O)CCSc1ccc(Cl)cc1	11.5	11.4	12.8	-0.9	8.5	2.5	7.6	0.0	-4.7	-8.5	98.7
CCCCCCCCCCOC(=O)c1csc2nnsc12	-3.1	3.0	15.0	-0.2	-2.5	8.5	-1.6	-5.8	3.3	2.5	97.0
CC1(C)Cc2c(sc3c2C2=NCCN2C=N3)CO1	-4.2	4.1	-11.2	0.3	23.7	2.9	5.3	2.1	-3.7	-23.7	147.1
COC(c1ccccc1)c1nnc(CCC(=O)N2CCCCCCC2)o1 (configuration not stated)	-0.5	2.1	-3.7	5.5	14.5	-11.1	13.3	-2.1	14.1	-14.5	x
O=C(Nc1cc(Br)ccc1O)C1CC(c2c(F)cccc2Cl)=NO1 (configuration not stated)	-7.3	3.8	-3.2	-1.3	1.0	-2.4	-1.3	-2.2	x	-1.0	112.4
CCOC(=O)C1CCN(Cc2oc(CO)cc(=O)c2O)CC1	-11.5	-0.3	3.2	0.6	-3.0	-1.7	0.3	0.0	6.6	3.0	102.5
CCOC(=O)NN1C(=O)c2ccccc2NC1c1ccccc1F (configuration not stated)	72.2	14.3	-5.7	1.6	36.3	-3.6	-16.7	-7.4	-8.2	-36.3	107.8
COc1ccc(S(=O)(=O)N(C)CC(=O)Nc2ccccc2C(F)(F)F)cc1OC	10.7	8.3	8.5	0.0	1.8	-6.9	4.4	-1.1	-1.0	-1.8	109.5
O=C(Cc1ccc(NC2=NC3CS(=O)(=O)CC3S2)cc1)N1CCN(c2ccc(F)cc2)CC1 (configuration not stated)	-10.9	-3.1	-3.6	1.6	9.0	0.5	3.6	x	2.9	-9.0	101.8
Cc1ccccc1Nc1nc(N)nc(CSCc2c(C)noc2C)n1	146.5	5.4	-8.8	1.3	-3.5	1.4	-8.4	-9.8	1.2	3.5	100.9
COc1cccc(C(C(=O)NCC2CCCO2)N(C(=O)Cn2nnc3ccccc32)c2ccc(NC(C)=O)cc2)c1OC (configuration not stated)	-8.0	10.7	-4.3	1.4	x	-4.5	-4.0	-4.2	6.5	x	x
COc1cccc(/C=C2\SC(=S)N(CCC(=O)Nc3ccc(O)cc3)C2=O)c1	-11.5	40.6	5.0	1.4	-8.5	u	7.7	0.0	53.2	8.5	112.8
O=C(/C=C/c1ccc(Cl)cc1)N(Cc1cccs1)C1CCS(=O)(=O)C1 (configuration not stated)	-14.7	5.2	-0.2	-0.3	-50.6	-17.9	3.3	1.5	x	50.6	92.3
Cc1[nH][nH]c(=O)c1C(c1ccccc1[N+](=O)[O-])C(C#N)C#N (configuration not stated)	2.1	-17.3	-0.3	25.9	4.9	1.8	2.9	-1.1	-18.0	-4.9	99.0
O=C(NNC(=O)c1cccs1)c1csc(N2CCOCC2)n1	38.1	-1.8	-7.8	-3.8	10.9	-0.5	1.1	-4.4	-5.1	-10.9	103.7
Cc1cc(C(=O)OCC(=O)Nc2ccc(S(=O)(=O)N3CCOCC3)cc2)c(C)o1	-1.0	-10.2	-13.9	-1.6	x	-6.8	-7.7	-0.4	-0.1	x	111.2
CN(c1ccccc1)S(=O)(=O)c1nnc(NC(=O)C2CCCCC2)s1	-9.0	6.8	-3.1	0.9	1.3	2.8	-5.2	-1.8	0.5	-1.3	102.2
CN(CC1COc2ccccc2O1)C(=O)c1cccc(S(=O)(=O)N2CCCC2)c1 (configuration not stated)	-11.1	-0.5	-2.9	0.7	-33.7	3.6	-16.0	-0.3	3.8	33.7	98.9
C#CCn1cc(/C=N/Nc2nc3ccccc3[nH]2)c2ccccc21	10.0	6.7	3.8	1.9	-55.1	0.9	-20.9	0.9	12.4	55.1	100.9
O=C(CN1CCN(S(=O)(=O)c2ccccc2)CC1)Nc1ccc(Cl)cn1	7.8	0.6	10.6	0.1	1.6	-6.0	-3.0	0.6	x	-1.6	131.3
